TrxR1 inh: blocks rat thioredoxin reductase 1 | O89049 | recombinant rTrxR1, NADPH fluorescence consumption, selenite substrate | Potency, µM (highest dose often 114 µM), inactives show at the top dose activity change, negative = inhibition, usual class: inhibitors | 390,000 compounds, 1% hits; further: potency means the concentration at half of the fitted maximal effect; on the % scale 0 is the no-effect control and ±100 the full control effect; nearly all actives have a fitted effect of over 65% in size
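Rat TrxR1 (90 nM in the dispensed reagent) was pre-reduced with 400 uM NADPH for 5 min at room temperature, then incubated with compound for 15 min. After 400 uM selenite was added, NADPH fluorescence (Ex 340/Em 450 nm) was followed for 8 min.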
Vif-A3G inh: Vif-A3G binding inhibition. Q9HC16. HeLa A3G-eYFP + Vif (tagged APOBEC3G with the HIV-1 protein that degrades it), YFP fluorescence, overnight. Potency, µM (highest dose often 46.1 µM), inactives show top-dose activity, negative = active, hits mostly inhibitors. 410,000 compounds, 0.076% hits. AID 602310;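 further: potency means the concentration at half of the fitted maximal effect; on the % scale 0 is the no-effect control and ±100 the full control effect; nearly all actives have a fitted effect of over 60% in size; hits raise eYFP signal because A3G escapes Vif-driven loss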
Target sequence (Q9HC16 whole entry, looked up): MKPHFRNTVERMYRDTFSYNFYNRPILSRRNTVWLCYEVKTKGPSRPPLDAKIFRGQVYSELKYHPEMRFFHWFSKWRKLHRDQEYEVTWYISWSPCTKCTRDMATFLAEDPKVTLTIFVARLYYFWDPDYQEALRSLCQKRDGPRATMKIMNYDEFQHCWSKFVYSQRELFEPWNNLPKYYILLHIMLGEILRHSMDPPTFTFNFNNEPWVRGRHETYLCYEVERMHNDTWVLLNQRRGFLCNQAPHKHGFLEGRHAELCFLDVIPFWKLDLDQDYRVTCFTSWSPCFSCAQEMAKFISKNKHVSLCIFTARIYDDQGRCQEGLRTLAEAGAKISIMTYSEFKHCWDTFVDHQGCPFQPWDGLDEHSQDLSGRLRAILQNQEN
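HeLa cells stably expressing Vif and C-terminally eYFP-tagged A3G, seeded overnight at 37 deg C, then exposed to compound by pintool overnight at 37 deg C. Rise in yellow fluorescence (Ex 488/Em 500-530, Acumen) marks blocked Vif-driven A3G degradation.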
LDHA block: inhibitors of human lactate dehydrogenase A. P00338. purified LDHA, NADH/diaphorase-resazurin fluorescence; active compounds read low. activity change, % (values are at about 110 or 230 µM). 480,000 compounds, 0.15% hits. AID 1347041; in the data active means activity change below about -30%; inconclusive means mostly about -25% to -30%;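 further: plate controls were DMSO wells for no effect and wells without enzyme for full effect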
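Enzyme activity of human lactate dehydrogenase 5 (2 nM; 0.06 mM NADH, 0.2 mM pyruvate, 5 min, RT) is measured via a resazurin/diaphorase fluorescence readout of residual NADH.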
USP1-UAF1 inh: blocks the human USP1/UAF1 deubiquitinase complex. Potency, µM (titrated, usually from 57.1 µM), for inactives: top-dose activity change, negative = inhibition, most hits filed as inhibitors. recombinant USP1/UAF1, Ub-Rhodamine cleavage fluorescence. AID 743255. O94782. 390,000 compounds, 0.23% hits; further: potency means the concentration at half of the fitted maximal effect; on the % scale 0 is the no-effect control and ±100 the full control effect; nearly all actives have a fitted effect of over 60% in size; inactives centre near -12
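High-throughput fluorogenic screen: 1nM USP1/UAF1 complex, Ub-Rho substrate 150nM final, 50mM HEPES pH 7.8 with 0.5mM EDTA, 0.1 mg/ml BSA, 1mM TCEP and 0.01% Tween-20.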
IDH1 R132H inh: inhibitors of human mutant IDH1 R132H; O75874; 390,000 compounds, 0.093% hits; Potency, µM (highest dose often 76.6 µM), without a hit: at the top dose activity change, negative = inhibition, hits mostly inhibitors; IDH1-R132H enzyme, NADPH consumption, diaphorase/resazurin fluorescence; further: potency means the concentration at half of the fitted maximal effect; on the % scale 0 is the no-effect control and ±100 the full control effect; nearly all actives have a fitted effect of over 65% in size
Target sequence (O75874 whole entry R132H, stated change not applied): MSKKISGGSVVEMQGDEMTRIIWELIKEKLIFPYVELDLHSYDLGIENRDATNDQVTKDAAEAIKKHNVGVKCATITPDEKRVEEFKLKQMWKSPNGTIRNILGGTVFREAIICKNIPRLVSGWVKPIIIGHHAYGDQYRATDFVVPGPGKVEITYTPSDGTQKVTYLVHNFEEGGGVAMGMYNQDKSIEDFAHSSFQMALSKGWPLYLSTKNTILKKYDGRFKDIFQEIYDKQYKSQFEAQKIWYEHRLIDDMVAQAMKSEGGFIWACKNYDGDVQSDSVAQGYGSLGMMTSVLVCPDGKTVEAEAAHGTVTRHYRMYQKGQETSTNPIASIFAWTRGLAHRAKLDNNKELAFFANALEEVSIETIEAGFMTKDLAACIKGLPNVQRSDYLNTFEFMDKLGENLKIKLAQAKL
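IDH1-R132H (0.5 ug/mL dispensed) in pH 7.5 Tris buffer was preincubated 30 min with compound, then given a substrate mix of 0.016 mM NADPH and 2 mM alpha-KG for 80 min at room temperature; remaining NADPH was read by diaphorase/resazurin fluorescence.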
RGS4 inhibitor: blocks human RGS4-accelerated GTP hydrolysis; P49798; Transcreener GDP fluorescence polarization, RGS4-accelerated GTP hydrolysis; Potency, µM (series often up to 114 µM), inactives show at the highest dose activity change, negative = inhibition, actives largely listed as inhibitors; 390,000 compounds, 0.039% hits; AID 504845; further: potency means the concentration at half of the fitted maximal effect; on the % scale 0 is the no-effect control and ±100 the full control effect; nearly all actives have a fitted effect of over 75% in size; some results filed as inactive show a strong effect at the top dose
Target sequence (P49798 whole entry, looked up): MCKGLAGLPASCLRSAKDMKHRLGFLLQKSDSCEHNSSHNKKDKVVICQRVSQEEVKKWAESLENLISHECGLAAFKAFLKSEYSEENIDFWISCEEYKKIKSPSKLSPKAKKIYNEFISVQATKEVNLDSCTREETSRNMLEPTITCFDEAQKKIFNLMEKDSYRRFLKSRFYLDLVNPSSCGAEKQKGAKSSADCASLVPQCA
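MLSMR compounds (23 nl, pin-transferred) preincubated 10 min at room temperature with a 500nM (2x) first reagent, then RGS4 at 900nM (2x) plus Transcreener GDP mix added; fluorescence polarization (620/688 nm) read before and after 90 min at 30 °C.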
TrxR1 substrate: rat thioredoxin reductase 1 substrate activity; 390,000 compounds, 0.01% hits; Potency, µM (series often up to 114 µM), for inactives: at the top dose activity change, negative = substrate turnover; O89049; purified TrxR1 substrate turnover, NADPH consumption readout; further: potency means the concentration at half of the fitted maximal effect; on the % scale 0 is the no-effect control and ±100 the full control effect; nearly all actives have a fitted effect of over 50% in size
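Rat TrxR1, dispensed at 90 nM, was prereduced with 400 uM NADPH (final) for 5 min at ~22 deg C, then incubated with compound 15 min before 400 uM selenite. A first-read NADPH fluorescence drop versus no-compound background flagged substrates.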
Vif-APOBEC3F blk: Vif-A3F binding inhibition; HeLa A3F-eYFP + Vif (tagged APOBEC3F with the HIV-1 protein that degrades it), YFP fluorescence increase; Potency, µM (series often up to 46.1 µM), for the others: top-dose activity, negative = active; 390,000 compounds, 0.2% hits; further: potency means the concentration at half of the fitted maximal effect; % of control where 0% means no effect; nearly all actives have a fitted effect of over 65% in size
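HeLa cells stably expressing Vif plus C-terminally eYFP-tagged A3F were seeded, incubated overnight at 37 deg C, dosed with compound, incubated overnight again at 37 deg C. Yellow fluorescence (Ex 488/Em 500-530) reported blocked Vif-mediated A3F-eYFP degradation.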
GRP78 ERSR act: ER stress response induction in glioma; U87-MG GRP78 promoter luciferase reporter, 16 h; Potency, µM, inactives show top-dose activation, most hits filed as activators; 420,000 compounds, 0.02% hits; further: potency means the concentration at half of the fitted maximal effect; series mostly up to about 76 µM; % of control where 0% means no effect; nearly all actives have a fitted effect of over 35% in size
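ERSR induction read as luciferase luminescence (Bright-Glo, 10 min at room temperature) in stably transfected human U87-MG glioma cells exposed to compounds for 16 h, using GRP78 as sensor.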
Numbers without * were called inactive; ? = inconclusive; [ ] = dose if it differs, or a comment. Unless noted, the call rests on the fitted dose curve; in most records, active means well fitted curve in the direction sought with a large enough effect; inconclusive means small, poorly fitted or top-dose-only effect, or another doubt; inactive means no such curve, though single readings can be large; an effect the other way counts as inactive or inconclusive. An excerpt (hit frequency here may not be typical).

SMILES	TrxR1 inh	Vif-A3G inh	LDHA block	USP1-UAF1 inh	IDH1 R132H inh	RGS4 inhibitor	TrxR1 substrate	Vif-APOBEC3F blk	GRP78 ERSR act
CCS(=O)(=O)N1CCC(C(=O)NCCC2=CCCCC2)CC1	6%	2%	0	-10%	0%	-14%	7%	2%	-1%
CSc1ccccc1NC(=O)Nc1ccc(Cl)cc1	19%	-6%	-12	?	21%	-15%	-2%	1%	6%
CCOC(=O)C1(Cc2ccccc2)CCN(Cc2ccc3cc(NC(C)=O)ccc3n2)CC1	5%[57.1 µM]	-5%	0	-5%	1%	?	11%[57.1 µM]	-3%	-3%
Cc1ccccc1Nc1nn2c(=O)c3ccc(C(=O)NCCc4ccc(Cl)cc4)cc3nc2s1	14%	-23%	-8	-10%	3%	1%	2%	-5%	-3%
COc1ccccc1C(=O)COC(=O)c1ccccc1OCC(=O)Nc1ccc(SC(F)F)cc1	-4%	3%	-11	-4%	3%	-8%	-16%	6%	-1%
COc1ccc([N+](=O)[O-])cc1N(CC(O)Cn1nnc2ccccc21)S(=O)(=O)c1ccc(C)cc1 (stereo not drawn)	0%	0%	0	-6%	-9%	26%	-8%	-13%	-3%
O=C(COc1cc(Cl)c(Cl)cc1Cl)NCCc1ccccn1	33%[57.1 µM]	1%	-11	?	27%	-1%	6%[57.1 µM]	-7%	-2%
Cc1ccc(C(=O)c2cn(Cc3cccc(C)c3)c3nc(C)ccc3c2=O)cc1	12%	-7%	-7	?	-8%	-5%	-8%	-11%	-3%
COc1ccccc1NC(=O)COc1ccc(CO)cc1Cl	0%[57.1 µM]	-2%	-12	-10%	10%	27%	11%[57.1 µM]	-7%	3%
CC(=O)N1c2ccc(S(=O)(=O)N3CCN(c4ccc(C)cc4C)CC3)cc2CC1C (stereo not drawn)	11%	2%	-1	4%	-18%	-4%	-2%	3%	-4%
Cc1cccc(NC(=O)COc2nsnc2N2CCOCC2)c1	5%	-3%	1	-18%	8%	-4%	4%	1%	-1%
COC(=O)C1=C(Nc2ccccc2NC(=O)CCCC(=O)O)CSC1	4%	-11%	-6	-21%	-9%	0%	-1%	8%	-5%
O=C(NC(=S)N1CCOCC1)C12CCC3CC(CC(C3)C1)C2	-13%	5%	4	0%	11%	-6%[11.4 µM]	-5%	-10%	-1%
COc1ccc(/C=C/C(=O)NC(=S)NNC(=O)c2cccnc2)cc1OC	?	-1%	7	2%	2%	1%	-11%[57.1 µM]	-18%	-5%
COc1ccc(CCNC(=O)c2cc(-c3ccccn3)nc3c(Cl)cccc23)cc1OC	24%[57.1 µM]	1%	-7	-7%	8%	-28%	-14%[57.1 µM]	-2%	-2%
O=C(COc1ccc2ccccc2c1)N1CCN(c2ccccc2)CC1	12%[57.1 µM]	1%	-6	-14%	-5%	15%	5%[57.1 µM]	-11%	-2%
S=C1CCC(c2ccc(Br)cc2)=NN1c1ccccc1	32%	-7%	0	-21%	10%	-1%	8%	0%	-1%
Brc1cccc(/C=N\n2cnnc2)c1	-9%[57.1 µM]	-2%	-2	3%	4%	-4%	1%[57.1 µM]	0%	-2%
CC(C)c1ccc(-c2nnn(CCC#N)n2)cc1	10%[57.1 µM]	2%	-10	-15%	0%	4%	8%[57.1 µM]	0%	10%
COc1ccc(/C=C2\SC(=S)N(CC(=O)NC3CCS(=O)(=O)C3)C2=O)cc1 (stereo not drawn)	11%	2%	2	-17%	2%	?	2%	-3%	2%
CC(C)(C)C(=O)/C=C1\SCC(=O)N1CC(=O)N1CCN(c2ccccc2)CC1	-7%	0%	-7	-10%	-4%	-19%	-9%	2%	0%
O=C(NCCCCc1ccccc1)c1cccc(NC(=O)C2CCCC2)c1	17%	4%	0	?	-4%	-14%	0%	-2%	-2%
Cc1cc(=O)oc2c(C)c(OC(C)C(=O)NC3CCN(Cc4ccccc4)CC3)ccc12 (stereo not drawn)	2%	2%	1	-20%	2%	0%	20%	1%	-3%
C/C(O)=C\c1nc(=O)c2c(C)cc(C)nc2n1-c1ccccc1	14%	2%	0	-22%	0%	8%	1%	1%	-2%
Cc1nnc(SCC2=C(C(=O)O)N3C(=O)C(NC(=O)c4cc(F)c(F)cc4Cl)C3SC2)s1 (stereo not drawn)	?	1%	-2	-16%	2%	-36%	4%	0%	-7%

Going on with the list:
SMILES	TrxR1 inh	Vif-A3G inh	LDHA block	USP1-UAF1 inh	IDH1 R132H inh	RGS4 inhibitor	TrxR1 substrate	Vif-APOBEC3F blk	GRP78 ERSR act
CC(C)Cn1c(N)c(C(=O)COC(=O)/C=C/c2cccs2)c(=O)n(C)c1=O	19%	-1%	0	-4%	11%	0%	-7%	16%	-4%
CCCNC(=O)CCNC(=O)[C@H](O)C(C)(C)CO	29%	1%	-4	-12%	2%	17%	8%	-2%	-2%
COc1ccc(N2CCN(C(=O)c3cc4c(=O)oc5ccc(C)cc5c4s3)CC2)cc1	12%	3%	-2	-7%	3%	2%	-2%	5%	-2%
Cn1cccc1CC(=O)NNC(=S)NC(=O)c1ccccc1Br	-22%[57.1 µM]	5%	0	-16%	0%	-14%	-4%[57.1 µM]	9%	0%
CC1(c2ccc(Cl)cc2)NC(=O)N(CC(=O)NCc2cccs2)C1=O (stereo not drawn)	4%	-1%	-3	-2%	-10%	11%	-2%	4%	0%
CC(C)NS(=O)(=O)c1ccc(N2C(=O)c3ccccc3C2=O)cc1	38%[activator][57.1 µM]	-1%	5	-13%	3%	7%	19%[57.1 µM]	0%	1%
Cc1cc(C)cc(NC(=O)CCc2ccc(C)o2)c1	10%	0%	-1	-24%	26%	-5%	5%	1%	-3%
CN1C(=O)NC(c2ccccc2Cl)C2=C1CC(C)(C)CC2=O (stereo not drawn)	5%	5%	-3	-11%	10%	0%	-3%	4%	-1%
COc1ccccc1NC(=O)N1CCCC1C(=O)NCCc1ccccc1 (stereo not drawn)	23%	0%	0	-15%	-3%	-10%	0%	0%	-3%
COc1ccccc1NC(=O)c1sc2nc(-c3cc4ccccc4oc3=O)[nH]c(=O)c2c1C	10%	-5%	-1	-5%	0%	0%	10%	0%	-4%
Cc1cc(NC(=O)c2ccc(Cl)c([N+](=O)[O-])c2)no1	27%	-1%	-1	-7%	10%	-1%	15%[57.1 µM]	-15%	0%

Compounds listed so far containing a Cl atom, in the order listed:
SMILES	TrxR1 inh	Vif-A3G inh	LDHA block	USP1-UAF1 inh	IDH1 R132H inh	RGS4 inhibitor	TrxR1 substrate	Vif-APOBEC3F blk	GRP78 ERSR act
CSc1ccccc1NC(=O)Nc1ccc(Cl)cc1	19%	-6%	-12	?	21%	-15%	-2%	1%	6%
Cc1ccccc1Nc1nn2c(=O)c3ccc(C(=O)NCCc4ccc(Cl)cc4)cc3nc2s1	14%	-23%	-8	-10%	3%	1%	2%	-5%	-3%
O=C(COc1cc(Cl)c(Cl)cc1Cl)NCCc1ccccn1	33%[57.1 µM]	1%	-11	?	27%	-1%	6%[57.1 µM]	-7%	-2%
COc1ccccc1NC(=O)COc1ccc(CO)cc1Cl	0%[57.1 µM]	-2%	-12	-10%	10%	27%	11%[57.1 µM]	-7%	3%
COc1ccc(CCNC(=O)c2cc(-c3ccccn3)nc3c(Cl)cccc23)cc1OC	24%[57.1 µM]	1%	-7	-7%	8%	-28%	-14%[57.1 µM]	-2%	-2%
Cc1nnc(SCC2=C(C(=O)O)N3C(=O)C(NC(=O)c4cc(F)c(F)cc4Cl)C3SC2)s1 (stereo not drawn)	?	1%	-2	-16%	2%	-36%	4%	0%	-7%
CC1(c2ccc(Cl)cc2)NC(=O)N(CC(=O)NCc2cccs2)C1=O (stereo not drawn)	4%	-1%	-3	-2%	-10%	11%	-2%	4%	0%
CN1C(=O)NC(c2ccccc2Cl)C2=C1CC(C)(C)CC2=O (stereo not drawn)	5%	5%	-3	-11%	10%	0%	-3%	4%	-1%
Cc1cc(NC(=O)c2ccc(Cl)c([N+](=O)[O-])c2)no1	27%	-1%	-1	-7%	10%	-1%	15%[57.1 µM]	-15%	0%
